# SW480 rereplic = inducers of DNA re-replication in SW480 colon cancer cells | Potency, µM (series often up to 46.1 µM), without a hit: top-dose re-replication activation, most hits filed as activators | SW480 DNA re-replication, Hoechst DNA content imaging, 48 h | 340,000 tested, 1.8% active; also: potency is read from the fitted curve at half-maximal effect; % of control where 0% means no effect; nearly all actives have a fitted effect of over 55% in size
#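 Image-based read-out: total Hoechst fluorescence of nuclei (405 nm excitation, 500-530 nm emission), with hits raising the fraction of high-intensity nuclei. SW480 colon cells incubated 48 hr with compounds at 37 C.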
# ATXN2 expr inh = ATXN2 expression inhibition | 360,000 tested, 0.72% active | Potency, µM (highest dose often 57 µM), for inactives: top-dose activity change, negative = inhibition, usual class: inhibitors | HEK-293 ATXN2-luciferase reporter, luminescence, 24 h; also: potency is read from the fitted curve at half-maximal effect; % is scaled to controls: 0 for no effect and ±100 for the full control effect; nearly all actives have a fitted effect of over 55% in size
#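 ATXN2-luciferase reporter cells (luciferase flanked by upstream and downstream ATXN2 gene portions) were treated 24 h at 37 °C with compounds at up to 57 uM. SteadyGlo luminescence gave expression; GF-AFC fluorescence gave viability.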
# S2 tox = cell viability loss in ATXN counter-screen | 400,000 tested, 0.49% active | Potency, µM (series often up to 56.7 µM), most hits filed as cytotoxic | AID 651635 | S2 cells (HEK-293 line with an ATXN2-luciferase reporter) viability, CellTiter-Fluor protease fluorescence, 24 h; also: potency is read from the fitted curve at half-maximal effect; nearly all actives have a fitted effect of over 40% in size
# MCF10A rerep = DNA re-replication induction in MCF 10a cells. AID 624296. 350,000 tested, 2.9% active. MCF 10A DNA re-replication, Hoechst nuclear intensity, 48 h. Potency, µM (top dose mostly 46.1 µM), for the others: at the top dose activity, positive = re-replication, usual class: activators; also: potency is read from the fitted curve at half-maximal effect; % of control where 0% means no effect; nearly all actives have a fitted effect of over 50% in size
# IL-1B inflam inh = inflammasome signaling inhibition, IL-1 beta readout. THP-1 LPS/ATP IL-1B secretion, AlphaLISA, 16 h; stronger effect = lower value. activity change, % at 57.5 µM. 360,000 tested, 4.7% active. AID 743279; in the data active = activity change below about -50%; inconclusive = mostly about -30% to -49%; also: % is scaled to controls: 0 for no effect and ±100 for the full control effect
#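 Secreted IL-1B measured by AlphaLISA bead assay after 16 h compound exposure of THP-1 cells; compounds (final up to 57.5 uM) added 1 h before LPS (250 ng/mL) and ATP (1.25 mM) stimulation; lower signal means less secretion.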
# KB-V1 cytotox = kills drug-selected multidrug resistant KB-V1 cells; KB-V1 MDR cells viability, CellTiter-Glo, 72 h; Potency, µM (doses to about 46.1 µM), without a hit: at the highest dose activity change, negative = cytotoxicity, usual class: cytotoxic; 400,000 tested, 3.4% active; AID 1347076; also: potency is read from the fitted curve at half-maximal effect; % is scaled to controls: 0 for no effect and ±100 for the full control effect; nearly all actives have a fitted effect of over 60% in size
#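 Cells of the MDR subline KB-V1 are plated, dosed with compound at multiple concentrations, and incubated 72 h at 37 degrees C; CellTiter-Glo is then added and luminescence read after 10 min.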
# HT1080 IDH1KD tx = kills HT-1080 cells with IDH1 knockdown; HT-1080 IDH1 knockdown viability, ATP luminescence, 48 h; Potency, µM (top dose mostly 46.1 µM), for inactives: at the highest dose activity, negative = toxicity, actives largely listed as cytotoxic; 360,000 tested, 2% active;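 also: potency is read from the fitted curve at half-maximal effect; 0% = DMSO wells and -100% = cell-free medium wells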
#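 Assay cells: HT-1080 with IDH1 knockdown, 750 per well, RPMI/5% FBS. Exposure: 48 h at 37 °C following 2 h pre-incubation. Read: CellTiter-Glo luminescence; fitted concentration-response, curve class assigned.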
# KB-3-1 cytotox = kills parental KB-3-1 adenocarcinoma cells. Potency, µM (series often up to 46.1 µM), for the others: at the highest dose activity change, negative = cytotoxic, usual class: cytotoxic. AID 1347075. KB-3-1 viability, CellTiter-Glo ATP luminescence, 72 h. 400,000 tested, 1.4% active; also: potency is read from the fitted curve at half-maximal effect; % is scaled to controls: 0 for no effect and ±100 for the full control effect; nearly all actives have a fitted effect of over 60% in size
#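 Cytotoxicity measured as CellTiter-Glo luminescence after 72 h at 37 C. Compound titrations were pinned onto drug-naive KB-3-1 parental adenocarcinoma cells grown in DMEM with 10% FBS, and normalized data fitted to concentration-response curves.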
# HT1080-NT tox = kills 2HG-producing HT-1080-NT fibrosarcoma cells; Potency, µM (titrated, usually from 46.1 µM), inactives show at the highest dose activity, negative = less viability, most hits filed as cytotoxic; AID 686970; HT-1080-NT fibrosarcoma viability, CellTiter-Glo ATP luminescence, 48 h; 360,000 tested, 1.6% active;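 also: NT is the 2HG producing partner of a matched IDH1 knockdown line; potency is read from the fitted curve at half-maximal effect; 0% = DMSO-treated cells and -100% = media-only wells without cells; nearly all actives have a fitted effect of over 55% in size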
#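 Toxicity toward the 2HG-producing NT line was scored as %Activity, normalised to DMSO and no-cell wells, from CellTiter-Glo luminescence after 48 hours' treatment.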
# * hit, by the source's call; i = inactive; u = inconclusive; x = no result given; [ ] = another dose, or the depositor's remark. Unless noted, calls follow the shape of the dose curve; as a rule, active = well fitted curve in the direction sought with a large enough effect; inconclusive = small, poorly fitted or top-dose-only effect, or another doubt; inactive = no such curve, though single readings can be large; an effect the other way counts as inactive or inconclusive.
canonical_smiles | SW480 rereplic | ATXN2 expr inh | S2 tox | MCF10A rerep | IL-1B inflam inh | KB-V1 cytotox | HT1080 IDH1KD tx | KB-3-1 cytotox | HT1080-NT tox
CC(C)(CNC(=O)c1cccs1)CNC(=O)c1cccs1 | u | 11% | i | -11% | -7 | -15% | -2% | -4% | -7%
O=C(O)/C(=C\c1ccccc1)c1ccc2ccccc2c1 | -10% | -1% | i | -3% | 0 | 15% | -1% | -1% | 7%
CC(=O)c1c(C)[nH]c(C(=O)N2CCc3ccccc3C2)c1C | 0% | 19% | i | 22% | 259 | u | -1% | -22% | -7%
COc1cccc(-c2cc(C(=O)NCCN3CCOCC3)no2)c1 | 0% | 9% | i | -1% | 16 | u | 13% | 1% | 5%
CN1CCN(c2ncnc3c2ncn3[C@H]2CN(C)C[C@@H](CO)O2)CC1 | x | 13% | i | x | -6 | 2% | u | 0% | 20%
O=C(NN=Cc1c(O)ccc2ccccc12)c1ccncc1 | 24% | u | i | u | 91 | 0.46µM* | u | -7% | u
Cc1cccc(-c2cc(NC(=O)c3ccccc3C)n(-c3ccccc3)n2)c1 | x | 28% | i | x | x | 16% | x | 4% | x
COc1ccc(CCNS(=O)(=O)c2ccc(Br)cc2)cc1OC | u | -9% | i | 1% | u | 1% | -9% | 10% | -9%
CN1CCN(S(=O)(=O)c2ccc3c(c2)CC(=O)N3C)CC1 | 24% | 3% | i | -40% | 22 | u | 13% | -5% | 18%
Cc1ccc(NS(=O)(=O)N2CCOCC2)c(C)c1 | -9% | 1% | i | 1% | -16 | 15% | 12% | 1% | 4%
COC(=O)c1sc(-c2ccccc2)cc1NC(=O)c1ccc(F)cc1 | 0% | 0% | i | 6% | 4 | 5% | 23% | 1% | 20%
CC(C)OC(=O)N(C)C[C@H]1OCc2cnnn2CCCC(=O)N([C@@H](C)CO)C[C@H]1C | x | 5% | i | x | -7 | u | 4% | 24% | 9%
CC(C)Cn1c(-c2cccc(S(=O)(=O)N3CCOCC3)c2)n[nH]c1=S | -8% | x | u | 2% | 9 | 38% | 3% | 4% | 12%
Nc1nc(CN2CCN(c3ccc(F)cc3)CC2)nc(N2CCCc3ccccc32)n1 | u | 7% | i | u | 6 | u | u | 4% | u
CC(C)(C)C(=O)COc1ccccc1[N+](=O)[O-] | -7% | 1%[11.3 µM] | u | 0% | -16 | 4% | 0% | 1% | 1%

# Nothing new here: entries from further up.
canonical_smiles | SW480 rereplic | ATXN2 expr inh | S2 tox | MCF10A rerep | IL-1B inflam inh | KB-V1 cytotox | HT1080 IDH1KD tx | KB-3-1 cytotox | HT1080-NT tox
CC(C)(CNC(=O)c1cccs1)CNC(=O)c1cccs1 | u | 11% | i | -11% | -7 | -15% | -2% | -4% | -7%
O=C(O)/C(=C\c1ccccc1)c1ccc2ccccc2c1 | -10% | -1% | i | -3% | 0 | 15% | -1% | -1% | 7%
CC(=O)c1c(C)[nH]c(C(=O)N2CCc3ccccc3C2)c1C | 0% | 19% | i | 22% | 259 | u | -1% | -22% | -7%
COc1cccc(-c2cc(C(=O)NCCN3CCOCC3)no2)c1 | 0% | 9% | i | -1% | 16 | u | 13% | 1% | 5%
CN1CCN(c2ncnc3c2ncn3[C@H]2CN(C)C[C@@H](CO)O2)CC1 | x | 13% | i | x | -6 | 2% | u | 0% | 20%
O=C(NN=Cc1c(O)ccc2ccccc12)c1ccncc1 | 24% | u | i | u | 91 | 0.46µM* | u | -7% | u
Cc1cccc(-c2cc(NC(=O)c3ccccc3C)n(-c3ccccc3)n2)c1 | x | 28% | i | x | x | 16% | x | 4% | x
COc1ccc(CCNS(=O)(=O)c2ccc(Br)cc2)cc1OC | u | -9% | i | 1% | u | 1% | -9% | 10% | -9%
CN1CCN(S(=O)(=O)c2ccc3c(c2)CC(=O)N3C)CC1 | 24% | 3% | i | -40% | 22 | u | 13% | -5% | 18%
Cc1ccc(NS(=O)(=O)N2CCOCC2)c(C)c1 | -9% | 1% | i | 1% | -16 | 15% | 12% | 1% | 4%
COC(=O)c1sc(-c2ccccc2)cc1NC(=O)c1ccc(F)cc1 | 0% | 0% | i | 6% | 4 | 5% | 23% | 1% | 20%
CC(C)OC(=O)N(C)C[C@H]1OCc2cnnn2CCCC(=O)N([C@@H](C)CO)C[C@H]1C | x | 5% | i | x | -7 | u | 4% | 24% | 9%

# Further records:
canonical_smiles | SW480 rereplic | ATXN2 expr inh | S2 tox | MCF10A rerep | IL-1B inflam inh | KB-V1 cytotox | HT1080 IDH1KD tx | KB-3-1 cytotox | HT1080-NT tox
CNC(=O)COC(=O)c1cc(-c2ccco2)nc2ccccc12 | u | -1% | i | -5% | 17 | u | -6% | 0% | 0%
COc1ccc(OC)c(C2CC(=O)c3c([nH]c(C(=O)OC4CCC(C)CC4)c3C)C2)c1 (centres undefined) | x | 4% | u | x | x | u | x | u | x
COc1ccccc1OCc1nc(C#N)c(NCc2ccco2)o1 | 6% | 9% | i | 29% | u | -11% | 3% | 7% | 4%
CC1CC(C)CN(C(=S)Nc2ccc3nc4n(c(=O)c3c2)CCCCC4)C1 (centres undefined) | -11% | 1% | i | u | 16 | u | 1% | -26% | -1%
Nc1ccc(N2CCCCC2)cc1N1CCCCC1 | u | -4% | i | 21µM* | u | -23% | -18%[9.24 µM] | -16% | u
COc1ccc(Cl)cc1CNCCCSc1ncccn1 | -6% | 1% | x | u | -19 | u | -24% | 11% | 1%
O=C(CCc1ccccc1)Nc1nc2n(n1)C(c1ccc(Cl)cc1)CC(=O)N2 (centres undefined) | -6% | -1% | i | -1% | 2 | 0% | -8% | -6% | -7%
COCCn1c(=S)[nH]c2ccc(N(C)C)cc2c1=O | 2% | 1% | i | 0% | -15 | 0% | 3% | -12% | 3%
O=C(NCc1ccccc1)C1CCCN(S(=O)(=O)c2cccs2)C1 (centres undefined) | 3% | -6% | i | 0% | -13 | -11% | 11% | 6% | -4%
Cc1ccc(C)c(NC(=O)CSc2nncn2C)c1 | -3% | x | i | -4% | 37 | u | -1% | -2% | -6%
O=C(CN(C(=O)c1cccc([N+](=O)[O-])c1)C1CCCCC1)Nc1ccc(Cl)c([N+](=O)[O-])c1 | -1% | -20% | u | 22% | -21 | u | u | u | -22%
CCCC1=NN(C(=O)CCc2ccccc2O)C(O)(C(F)(F)F)C1 (centres undefined) | -3% | -6% | i | 4% | 14 | -22% | 9% | 7% | 16%
Cc1cc(S(=O)(=O)Nc2ccc(-c3ccc(N4CCCCC4)nn3)cc2)c(C)cc1Cl | x | 3% | u | x | x | u | x | 1% | x
O=S(=O)(/N=S1\CC=CCN1S(=O)(=O)c1ccccc1)c1ccccc1 (centres undefined) | u | -27% | i | 18µM* | -86* | 10% | u | -2% | u
C=C(C)Cn1c(COc2ccccc2)nnc1SCC(=O)O | -3%[9.22 µM] | -5% | i | -2% | 39 | 24% | 10% | 0% | 0%
CCc1sc(C(=O)NCCc2ccc(S(N)(=O)=O)cc2)cc1Br | 14% | -32% | i | -23% | u | 35% | -14% | 23% | -7%
N#Cc1cccnc1Nc1ccc(Cl)cc1 | -7% | x | i | 14% | 9 | -8% | 9% | 1% | 9%
O=C(Nc1nc(-c2cc(F)ccc2F)cs1)C1=COCCO1 | -5% | 11% | i | u | -13 | u | -10% | -6% | -2%
Cc1ccc(C(=O)N/C(=C\c2cn(C)c3ccccc23)C(=O)N2CCN(C)CC2)cc1 | -9% | -2% | i | 1% | 14 | 8% | -8% | 7% | -16%
CCOC(=O)C1CCCN(c2c(NCCc3ccc(Cl)cc3)c(=O)c2=O)C1 (centres undefined) | -4% | x | i | -1% | -12 | -22% | -2% | 13% | 0%
CCOC(=O)CC1C(=O)NCCN1C(=O)c1cccc(C(F)(F)F)c1 (centres undefined) | -4% | -5% | i | -8% | 14 | u | 10% | 6% | 9%
Cc1cc(C)nc(SCc2cc(=O)c(OC(=O)c3ccc(S(=O)(=O)N4CCCC4)cc3)co2)n1 | -14% | 2% | i | u | 3 | -17% | 0% | -10% | -10%
Cc1ccc(NC(=O)c2ccco2)c([N+](=O)[O-])c1 | 0% | -16%[11.3 µM] | i | -3% | -12 | -31% | -5% | 1% | 11%
COCCCNC(=O)C1CCC(CNS(=O)(=O)c2ccc3c(c2)N(C(C)=O)CCO3)CC1 (centres undefined) | -1% | x | i | 8% | 15 | -3% | 4% | 1% | -5%
COc1cccc(CCC(=O)Nc2cc3c(cc2C(=O)O)OCCCO3)c1OC | -5% | 8% | u | 0% | 19 | -2% | -9% | 0% | 3%
CCc1ccc(N2CC(C(=O)N/N=C/c3cccc([N+](=O)[O-])c3)CC2=O)cc1 (centres undefined) | -5% | 7% | i | -6% | -15 | 4% | 1% | 4% | -27%
O=c1c2cnn(-c3ccccc3)c2nc(-c2cccs2)n1-c1ccc(Br)cc1 | -2% | 2% | i | u | 39 | -8% | 6% | -21% | 10%
CSc1nnc(SCC#N)s1 | -12% | -16% | i | 1% | -14 | 15% | 19% | -6% | 1%
CCOC(=O)N1CCC(NC(=O)CSCc2nc(-c3ccc(OC)c(OC)c3)oc2C)CC1 | 11% | 2% | i | 2% | 38 | 0% | 3% | 0% | 13%
Cc1nc2cc(OCc3cc(C(=O)NC(C)c4cn(C)nc4C)no3)ccc2s1 (centres undefined) | -8% | 2% | i | 13% | -14 | u | -3% | u | 0%
O=C(OCCOc1cccc(Cl)c1)c1cc(S(=O)(=O)N2CCCCC2)ccc1N1CCOCC1 | u | -23% | i | u | -14 | u | -10% | u | -7%
O=[N+]([O-])c1ccc(COc2cccc(CN3CCCCC3)c2)cc1 | 2% | -6% | i | 5% | -4 | 0% | 2% | 0% | -1%

# Screens: PubChem, National Center for Advancing Translational Sciences (NCATS)
